Screening results: PubChem, National Center for Advancing Translational Sciences (NCATS)
BRCA1 expr act: increases BRCA1 expression | MCF7-BRCA1-FFLuc reporter, luminescence, 48 h; response scale: scaled: vehicle 0%, 10 µM genistein 100% | actives 1.1% (n = 380,000) | Potency, µM (doses to about 46.1 µM), for the others: at the highest dose activation, most hits filed as activators | AID 624202; further: potency means the concentration at half of the fitted maximal effect; nearly all actives have a fitted effect of over 80% in size; some results filed as inactive show a strong effect at the top dose
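48 h compound treatment of MCF7-BRCA1-FFLuc cells (phenol-red free MEM, 37 °C), then 15 min with luciferase substrate and luminescence imaging.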
NPC1 prom act: NPC1 promoter activation | Huh7 NPC1 promoter luciferase reporter, 24 h | Potency, µM (doses to about 9.22 µM), for inactives: top-dose activation, usual class: activators | actives 2.4% (n = 320,000) | AID 485313;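 further: potency means the concentration at half of the fitted maximal effect; % of control where 0% means no effect; nearly all actives have a fitted effect of over 60% in size; reporter is driven by a mutant NPC1 promoter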
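Huh7 reporter cells (NPC1 promoter driving luciferase) are dosed with compound for 24 h at 37 °C, 5% CO2; luciferase detection reagent is then added and luminescence measured after 10 min at ambient temperature.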
Giardia kill: kills Giardia lamblia; actives 0.15% (n = 340,000); Giardia lamblia trophozoite viability; AID 540267; activity change, % at 7.66 µM, hits read low; in the data active means activity change below about -80%; inconclusive means between about -30% and that limit;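 further: parasites exposed to compound for two days anaerobically before the ATP read; on the % scale 0 is the no-effect control and ±100 the full control effect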
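Luminescence from cellular ATP indicates surviving trophozoites (100 cells/well) following 48 hrs anaerobic compound treatment at 37 deg C; signal develops 15-30 min at room temperature.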
RORg inh: ROR gamma (mouse) transcription inhibition; P51450; Drosophila S2 Gal4-RORgamma UAS-luciferase reporter, 20 h; Potency, µM (series often up to 53.6 µM), inactives show at the top dose activity change, negative = inhibition, hits mostly inhibitors; actives 5.4% (n = 310,000); AID 2551; further: potency means the concentration at half of the fitted maximal effect; on the % scale 0 is the no-effect control and ±100 the full control effect; nearly all actives have a fitted effect of over 60% in size
Target sequence (P51450 whole entry, looked up, the tested form may be a part): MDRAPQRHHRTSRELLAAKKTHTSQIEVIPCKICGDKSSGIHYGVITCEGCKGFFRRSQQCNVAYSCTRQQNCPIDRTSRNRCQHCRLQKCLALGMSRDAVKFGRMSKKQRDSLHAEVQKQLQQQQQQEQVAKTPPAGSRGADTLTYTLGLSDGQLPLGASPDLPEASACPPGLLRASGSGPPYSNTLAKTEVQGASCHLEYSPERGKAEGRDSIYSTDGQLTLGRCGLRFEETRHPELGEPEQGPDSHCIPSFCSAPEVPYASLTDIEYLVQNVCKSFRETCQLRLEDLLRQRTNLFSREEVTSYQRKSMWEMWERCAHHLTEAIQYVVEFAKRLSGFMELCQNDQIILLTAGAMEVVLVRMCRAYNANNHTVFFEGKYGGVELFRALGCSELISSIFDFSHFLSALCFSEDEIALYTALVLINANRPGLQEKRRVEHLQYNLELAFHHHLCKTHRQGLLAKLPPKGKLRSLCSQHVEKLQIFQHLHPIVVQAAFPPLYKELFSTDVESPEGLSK
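ROR gamma transcriptional activity was tracked as Gal4-UAS luciferase output in stably transfected Drosophila Schneider cells, with compound added 1 hr before 700 uM copper sulfate induction and a 20 hr ambient-temperature incubation.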
FLuc modulator: firefly luciferase modulation, counter-screen for miR-21 project. purified FLuc, Km substrates, luminescence inhibition. Potency, µM (top dose mostly 57.5 µM), without a hit: at the highest dose activity change, negative = inhibition, usual class: inhibitors. P08659. actives 6.9% (n = 360,000);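 further: potency means the concentration at half of the fitted maximal effect; plate controls were vehicle for no effect and reference inhibitor for full effect; nearly all actives have a fitted effect of over 55% in size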
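Purified P. pyralis luciferase (10nM final) with 10uM D-luciferin and 10uM ATP (Km levels) in 50mM Tris acetate pH 7.5, 10mM Mg acetate, 0.01% Tween-20, 0.05% BSA; qHTS 6-point titration, ~60 µM downward; luminescence read.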
PKM2 act: PKM2 (human) enzyme activation. P14618. Potency, µM (series often up to 57.5 µM), for the others: at the top dose activation, usual class: activators. AID 1631. actives 0.34% (n = 260,000). purified PKM2, Kinase-Glo ATP luminescence, activation; response scale: 0% is enzyme alone, no compound; further: potency means the concentration at half of the fitted maximal effect; on the % scale 0 is the no-effect control and ±100 the full control effect; nearly all actives have a fitted effect of over 55% in size
Target sequence (P14618 whole entry, looked up): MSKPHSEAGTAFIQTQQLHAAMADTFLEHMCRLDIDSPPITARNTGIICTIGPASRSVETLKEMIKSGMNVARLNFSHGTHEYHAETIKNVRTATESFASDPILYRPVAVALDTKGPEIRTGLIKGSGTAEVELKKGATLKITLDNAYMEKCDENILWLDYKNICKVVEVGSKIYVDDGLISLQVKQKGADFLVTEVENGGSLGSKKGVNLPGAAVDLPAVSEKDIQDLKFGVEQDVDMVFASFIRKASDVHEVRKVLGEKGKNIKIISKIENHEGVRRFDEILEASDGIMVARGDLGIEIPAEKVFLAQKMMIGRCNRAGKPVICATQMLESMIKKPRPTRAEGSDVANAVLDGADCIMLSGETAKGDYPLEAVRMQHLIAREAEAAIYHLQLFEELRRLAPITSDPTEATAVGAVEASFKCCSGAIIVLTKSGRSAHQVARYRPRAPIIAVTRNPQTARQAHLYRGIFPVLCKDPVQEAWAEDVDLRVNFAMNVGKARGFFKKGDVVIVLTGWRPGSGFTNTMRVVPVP
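Purified hPK-M2 (>95%) run at intermediate activity with 0.1 mM ADP and 0.5 mM PEP in 50 mM imidazole pH 7.2, KCl, MgCl2; 1 h room temperature. ATP formed read by Kinase-Glo luminescence; normalized to uninhibited and no-enzyme controls.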
Rab9 prom act: activates the Rab9 promoter; Huh7 Rab9 promoter-luciferase reporter, luminescence, 24 h; Potency, µM (highest dose often 9.22 µM), for inactives: at the top dose activation, negative = inhibition, actives largely listed as activators; actives 2.8% (n = 320,000); further: potency means the concentration at half of the fitted maximal effect; % of control where 0% means no effect; nearly all actives have a fitted effect of over 60% in size
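Measured in stably transfected Huh7 cells bearing a Rab9 promoter–luciferase construct: 24 h compound treatment at 37 °C, followed by luminescence detection.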
ELG1 genotox: induces genotoxicity in HEK293T cells with luciferase-tagged ELG1; HEK293T ELG1-luciferase reporter, luminescence, 16 h; Potency, µM (highest dose often 46 µM), for inactives: at the highest dose activity change, positive = activation, most hits filed as activators; actives 1.3% (n = 330,000); further: potency means the concentration at half of the fitted maximal effect; % of control where 0% means no effect; nearly all actives have a fitted effect of over 60% in size
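16 hr compound incubation (37 °C, 5% CO2) of HEK293T cells carrying luciferase-tagged ELG1; luciferase then measured by ONE-Glo luminescence after 30 min at RT.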
p53 reactivation: re-activators of mutant p53; Potency, µM (titrated, usually from 92.2 µM), for inactives: at the highest dose activity change, positive = activation, most hits filed as activators; AID 504706; actives 0.063% (n = 320,000); H1299 p53-A138V BP100-luciferase reporter, luminescence, 24 h; further: potency means the concentration at half of the fitted maximal effect; % of control where 0% means no effect; nearly all actives have a fitted effect of over 45% in size
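p53-null H1299 cells stably carrying temperature-sensitive p53-A138V and a BP100-luciferase reporter were pinned with compounds (4-point, 1:5 series) and held 24 hrs at 37 deg C. Luminescence was read 10 min after detection reagent.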
Menin-MLL TR inh: inhibitors of human menin-MLL interaction, mutant MLL peptide | O00255 | Menin + Texas Red MLL mutant peptide, fluorescence polarization | Potency, µM (series often up to 61.6 µM), without a hit: at the top dose FP activity change, negative = inhibition, usual class: inhibitors | actives 0.23% (n = 270,000) | AID 1768; active means well fitted inhibition curve with a large enough effect in the polarisation, with a control signal flat, not every such curve was filed as active; inconclusive means small, poorly fitted or top-dose-only effect, or effect the other way, or a change in a side signal; inactive means no such curve, though single readings can be large or run the other way; the % refers to the polarisation; further: potency means the concentration at half of the fitted maximal effect; % of control where 0% means no effect; many of its hits are not listed in these tables
VP16 counter: counter-screen for ROR gamma inhibitors: Gal4-VP16 reporter | AID 2546 | Potency, µM (highest dose often 53.6 µM), for inactives: top-dose activity, negative = inhibition, most hits filed as inhibitors | actives 3.5% (n = 310,000) | Drosophila S2 Gal4-VP16 UAS-luciferase, luminescence, 20 h;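 further: Gal4-VP16 expression switched on by copper sulfate through the metallothionein promoter; potency means the concentration at half of the fitted maximal effect; on the % scale 0 is the no-effect control and ±100 the full control effect; nearly all actives have a fitted effect of over 50% in size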
An asterisk follows results filed as active; ? = inconclusive; · = no result given; [ ] = another dose, or the depositor's remark. Unless noted, the call rests on the fitted dose curve; in most records, active means well fitted curve in the direction sought with a large enough effect; inconclusive means small, poorly fitted or top-dose-only effect, or another doubt; inactive means no such curve, though single readings can be large; an effect the other way counts as inactive or inconclusive.

The line under a structure holds: BRCA1 expr act	NPC1 prom act	Giardia kill	RORg inh	FLuc modulator	PKM2 act	Rab9 prom act	ELG1 genotox	p53 reactivation	Menin-MLL TR inh	VP16 counter
- Cn1c(SCCOc2ccccc2Cl)nnc1-c1cccs1
  49%	-1%	0	?	?	-1%	3%	6%	17%	?	-12%
- CCOC(=O)N1CCN(CCC(=O)Nc2ccccc2OC)CC1
  -5%	-2%	-11	-37%	2%	1%	-7%	4%	10%	-3%	-6%
- Cc1ccc(C(=O)N(Cc2nnc(-c3ccc(Cl)cc3)o2)C2CC2)o1
  1%	1%	9	·	-26%	·	-5%	1%	18%	·	·
- O=C(Nc1cccnc1)C1CC(=O)N(c2ccc(F)cc2)C1 (configuration not stated)
  -1%	-1%	1	-2%	5%	·	5%	-3%	-1%	9%	10%
- COc1ccc(-c2nnc(SCCC(=O)O)n2-c2ccccc2)cc1OC
  -26%	-4%	8	-23%	2%	0%	1%	1%	-1%	-3%	-4%
- COCCN(CC1CCCN(C2Cc3ccccc3C2)C1)C(=O)CCC(C)=O (configuration not stated)
  10%	-1%	15	13%	1%	-1%	13%	0%	·	-11%	2%
- COc1ccc(OC)c(NC(=S)N2CCCC2)c1
  10%	-2%	7	-6%	-4%	-7%	-2%	13%	2%	·	3%
- CCOC(=O)N1CCC(NC(=O)c2cnn3c2NC(c2ccco2)CC3C(F)(F)F)CC1 (configuration not stated)
  1%	·	-9	17%	1%	17%	·	·	·	?	1%
- COc1ccc(C2C(C(=O)N3CCN(C)CC3)c3ccccc3C(=O)N2C2CCCCC2)cc1 (configuration not stated)
  16%	-1%	-4	-30%	4%	-3%	-1%	-2%	-5%	-1%	0%
- COc1cc(C(=O)OCCCN2CCCN(CCCOC(=O)c3cc(OC)c(OC)c(OC)c3)CC2)cc(OC)c1OC
  -15%	-9%[46.1 µM]	-12	-11%[10 µM]	·	·	-21%[46.1 µM]	·	·	?	6%
- CCN(CC)c1ccc(/C=N/NC(=O)Nc2nonc2N)cc1
  63%	21%	14	7.1µM*	13µM*	-18%	19%	2%	?	?	-99%
- COc1ccc(NS(=O)(=O)c2ccc(N/N=C/c3ccc(N4CCOCC4)cc3)c([N+](=O)[O-])c2)cc1
  -29%	-8%	-4	-18%	-3%	-9%	-7%	1%	2%	15%	-15%
- COC(=O)c1sc(NC(=O)CCCn2nc([N+](=O)[O-])cc2C)c(C(=O)OC)c1C
  40%	-3%	9	-9%[10 µM]	3%	-8%	-7%	-6%	3%	13%	1%
- Cc1nn(C)cc1C(=O)Nc1ccc2c(c1)OCCO2
  59%	4.5µM*	-2	?	12µM*	·	3.2µM*	?	?	-13%	-17%
- C/C(=N\NC(=S)NC(C)C)c1ccc2c(c1)OCCO2
  -4%	4%	-2	2µM*	-16%	2%	11%	0%	?	-7%	4.5µM*
- CC1CCCN(CCCNC(=O)CN2C(=O)COc3ccccc32)C1 (configuration not stated)
  -1%	2%	39[activator]	-22%	0%	·	-1%	1%	6%	·	-9%
- S=C(NCc1ccco1)Nc1ccc(Oc2ccc(Cl)cc2)cc1
  -73%[inhibitor]	-2%	-11	2.8µM*	-1%	-2%	-3%	-4%	3%	·	11µM*
- CCOc1ccc(-n2c(C)nc3cc(C(=O)NCCN4CCOCC4)ccc32)cc1
  8%	-5%	19	?	0%	-3%	7%	0%	-4%	2%	3%
- CCN(CC)c1ccc(N2C(=O)/C(=C/c3ccccn3)SC2=S)cc1
  14%	-2%	-5	-9%	0%	3%	-1%	2%	1%	·	-1%
- COc1ccc(-n2nc(C(=O)N(C)C)nc2-c2ccccc2)cc1
  0%	0%	9	5%	-1%	-1%[11.5 µM]	9%	1%	-11%	-14%	10%
- CCCNC(=S)Nc1ccc(CC(=O)OC)cc1
  -1%	-1%	0	-40%	?	-2%	4%	7%	-1%	-10%	7%
- O=C(C1CCN(S(=O)(=O)c2cccnc2)CC1)N1CCN(c2ccccc2Cl)CC1
  -5%	·	11	10%	-2%	5%	·	·	·	-10%	-3%
- N#Cc1c2n(c3c(N)ncnc13)CCCCC2
  -11%	-3%	0	18%	-3%	-1%	-6%	0%	-2%	·	-7%
- COc1cc(CNC(C)C23CC4CC(CC(C4)C2)C3)ccc1OCC(=O)NC(C)(C)C (configuration not stated)
  -81%[inhibitor]	0%	18	-15%	7%	·	-10%	-3%	-3%	?	-12%
- COc1ccc(C(=O)NCCS(=O)(=O)N2CCc3ccccc3C2)cc1
  13%	0%	20	·	-25%	·	2%	-2%	-4%	·	·
- O=C(NCCOc1ccccc1Cl)c1cccc2c1C(=O)c1ccc(Cl)cc1S2(=O)=O
  -20%	-4%	4	·	-2%	·	2%	15%	-3%	·	·
- Nc1nnc(SCc2cccc(C(F)(F)F)c2)s1
  79%	13%	0	?	?	6%	23%	14%	?	-2%	5%
- CC1(C)CC(=O)C(N=Nc2cc(S(=O)(=O)N3CCOCC3)ccc2Cl)=C(O)C1
  16%	8%	1	4%	-2%	6%	3%	-2%	13%	·	4%
- CCOC(=O)Cn1nc(/C=C/c2ccc(C)cc2)ccc1=O
  4%	4%	5	33%	?	11%	1%	-1%	5%	-12%	6%
- COC(=O)c1c(NC(=O)CN(c2ccc(C)c(C)c2)S(C)(=O)=O)sc2c1CCCC2
  -22%	6%	-1	4%	2%	-5%	3%	-3%	9%	-11%	-5%
- CCOc1cc(C=O)ccc1OCCCN1C(=O)NC(C)(C)C1=O
  3%	1%	-1	20%	1%	-2%	6%	5%	-3%	3%	14%
- Cc1cccc(CCN(C(=O)c2snc(C(N)=O)c2N)C(C(=O)NCC2CCCO2)c2ccc(F)cc2)c1 (configuration not stated)
  -27%	0%	9	?	0%	-4%	-2%	-6%	5%	-8%	26%
- O=[N+]([O-])c1cccc(C(=Nc2ccccc2Cl)NO)c1
  -44%	-2%	-1	32%	0%	-12%	-7%	10%	8%	0%	-21%[0.365 µM]
- CC(OC(=O)CN1C(=O)c2ccccc2C1=O)C(=O)NC1CCCC1 (configuration not stated)
  -12%	3%	-9	-5%	-1%	·	0%	-7%	0%	·	5%
- Cn1nc(C(=O)Nc2ccc(S(=O)(=O)N3CCCCC3)cc2)c2ccccc2c1=O
  -53%	-8%	1	-50%	2%	6%	0%	9%	-2%	15%	17%
- C=CCSC(CC)(CC)C(N)=O
  0%	0%	4	0%	0%	-5%	-8%	-2%	-1%	·	-4%
- NC(=O)c1ccccc1NC(=O)CCc1ccccc1
  11µM*	?	-8	20%	?	-10%	?	?	?	1%	10%
- O=[N+]([O-])c1cccc(NNS(=O)(=O)c2ccccc2F)c1
  -24%	?	-18	-1%	-1%	·	-2%	?	6%	3%	6%
- Cc1sc(NC(=O)c2ccco2)c(C(c2cccnc2)N2CCCC2)c1C (configuration not stated)
  -47%	-2%	3	-14%	?	-10%	7%	-3%	2%	1%	5%
- Cn1c(N)c(C(=O)CSc2nc(C3CC3)n(-c3ccccc3)n2)c(=O)n(C)c1=O
  -10%	-2%	-14	·	3%	·	-3%	2%	-1%	·	·
- O=C(c1ccccc1F)N1CCN(S(=O)(=O)c2ccc(S(=O)(=O)N3CCCCCC3)cc2)CC1
  -2%	-4%	14	-2%	0%	-1%	-1%	5%	1%	·	5%
- CC(=O)N1N=C(c2ccco2)CC1c1cc2ccc(C)cc2nc1Cl (configuration not stated)
  -22%	-7%	5	14%	-2%	0%	-8%	-2%	2%	·	-1%
- O=C(c1cccs1)N1CCCC(c2nc3c(nnn3Cc3ccc(F)cc3)c(=O)[nH]2)C1 (configuration not stated)
  -2%	-3%	-1	-15%	0%	·	-2%	9%	2%	?	-1%
- Cc1cc(Br)ccc1NC(=O)CN1C(=S)NC(C)(C)CC1C (configuration not stated)
  -8%	1%	4	16%	-1%	2%	-1%	-4%	-3%	-7%	-4%
- Cc1nn(CSc2c(F)c(F)c(F)c(F)c2F)c(C)c1[N+](=O)[O-]
  -21%	-3%	6	·	-1%	·	3%	0%	20%	·	·
- CC1C=CCC2C(=O)N(c3ccc(OC(=O)c4cccs4)cc3)C(=O)C12 (configuration not stated)
  7%	-2%	3	19%	-19%	2%	-4%	0%	4%	25%	-11%

Some of the compounds tested, so the mix of outcomes need not match the whole.
